OXTR potentiate: potentiates the human oxytocin receptor response; P30559; CHO-OTR cells, Fluo-8 calcium fluorescence, potentiator mode; 0% = oxytocin EC15, 100% = EC100; activation, % at 3 µM; 0.061% of 320,000 active; AID 2445;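 active = activation above that plate's cutoff, the mean activation of tested compounds plus 3 SD, cut at about 6.6% in these data, passing the limit was not always enough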;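 note: 100% uses oxytocin at 75 nM as the full agonist control; some results filed as inactive read as strong as hits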
Target sequence (P30559 whole entry, looked up): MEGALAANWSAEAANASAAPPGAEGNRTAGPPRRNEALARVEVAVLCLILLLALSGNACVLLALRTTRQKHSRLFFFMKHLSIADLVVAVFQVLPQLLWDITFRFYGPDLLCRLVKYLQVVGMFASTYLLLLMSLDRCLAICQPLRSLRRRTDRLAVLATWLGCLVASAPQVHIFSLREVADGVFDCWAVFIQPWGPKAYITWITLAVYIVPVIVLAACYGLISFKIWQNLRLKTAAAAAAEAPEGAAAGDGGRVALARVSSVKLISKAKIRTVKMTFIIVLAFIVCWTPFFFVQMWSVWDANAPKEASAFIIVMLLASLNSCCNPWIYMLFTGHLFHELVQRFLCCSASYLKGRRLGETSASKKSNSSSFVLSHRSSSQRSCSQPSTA
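test system = CHO-OTR cells, human receptor | compound = single-point 3.0 µM | schedule = 6 min compound pre-incubation at room temperature, 100 s kinetic read | signal = Fluo-8 no-wash calcium dye fluorescence, excitation 470-495 nm, emission 515-575 nm | repeats = single well per compound, singlicate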
CHRM1 antagonist: human CHRM1 antagonism | 1.3% of 360,000 active | CHO-K1 hM1, Fluo-8 calcium fluorescence, ACh EC80 antagonist | AID 588852 | P11229 | inhibition, % at 3 µM;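 active = percent inhibition above its own plate's cutoff, namely the mean of that plate's compound wells plus 3 SD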;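 note: peak over basal fluorescence ratio during 140 s after agonist addition; 0% = ACh EC80 plus DMSO and 100% = DMSO alone without agonist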
M1 ag parental: M1 agonist counterscreen hit in parental CHO-K1 cells; Fluo-8 calcium fluorescence; scaled to maximal ATP response, vehicle zero; activation, % at 3 µM; 0.48% of 360,000 active; AID 602248; in the data active = activation above about 15%;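 note: untransfected CHO-K1 host cells lacking M1 receptor as counterscreen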
TAAR1 antag: antagonists of human TAAR1. Q96RJ0. CHO RD-HGA16 TAAR1, Fluo-8 calcium fluorescence, antagonist. inhibition, % at 3 µM. 1.5% of 360,000 active. AID 624466;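 active = inhibition above a per-plate cutoff, the mean inhibition of test compounds on that plate plus 3 SD, cut at about 49% in these data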;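 note: 0% = DMSO plus EC80 beta-PEA response and 100% = DMSO alone without agonist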
Target sequence (Q96RJ0 whole entry, looked up): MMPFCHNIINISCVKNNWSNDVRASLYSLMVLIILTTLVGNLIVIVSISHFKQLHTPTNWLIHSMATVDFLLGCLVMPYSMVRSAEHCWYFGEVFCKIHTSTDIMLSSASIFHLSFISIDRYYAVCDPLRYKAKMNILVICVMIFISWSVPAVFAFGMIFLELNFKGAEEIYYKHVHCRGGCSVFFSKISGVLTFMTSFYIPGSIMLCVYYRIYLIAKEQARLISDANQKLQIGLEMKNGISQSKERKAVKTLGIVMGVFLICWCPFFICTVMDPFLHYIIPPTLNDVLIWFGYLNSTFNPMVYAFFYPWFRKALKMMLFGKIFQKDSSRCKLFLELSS
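test system = CHO RD-HGA16 cells bearing hTAAR1 | replication = singlicate | controls = DMSO-only wells and EC80 β-PEA-stimulated wells | reagent = EC80 β-phenethylamine stimulus | read-out basis = percent inhibition of PEA-evoked calcium signal, max/basal emission ratio | schedule = seeding 17-24 h prior, 75-min 37 °C, 30-min RT dye loading | signal = kinetic Fluo-8 calcium fluorescence measurement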
CHO-K1 Ca PAM: M1 PAM counterscreen hit in parental CHO-K1 cells; ATP EC20, Fluo-8 calcium fluorescence; 0% at ATP EC20, 100% at ATP max; AID 602247; activation, % at 3 µM; 0.02% of 360,000 active;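 active = activation above the run cutoff, the mean activation of all test compounds plus 3 SD, cut at about 40% in these data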;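 note: peak over basal fluorescence ratio in a 140 s read after ATP addition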
TAAR1 agonist: agonists of human TAAR1; Q96RJ0; CHO RD-HGA16 TAAR1, Fluo-8 calcium fluorescence; vehicle wells 0%, saturating PEA agonist 100%; activation, % at 3 µM; 0.99% of 360,000 active; AID 624467;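 active = activation above the mean activation of all test compounds in the run plus 3 SD, cut at about 38% in these data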
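test system = CHO RD-HGA16 cells carrying human TAAR1 plus Gα16 | schedule = 17-24 h seeding, 75 min 37 °C dye, 30 min RT | compound dosing = 3 µM single concentration | control set = DMSO and PEA EC100 | replicates = n 1 | signal = Fluo-8 fluorescence, 5 s baseline then 140 s kinetic read | measure = percent activation vs PEA EC100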
CHO parental Ca: counter-screen for OX1R antagonists: effect in parental CHO cells. parental CHO-K1, ATP-induced calcium, Fluo-8 fluorescence. 0.63% of 330,000 active. inhibition, % at 5.6 µM;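 active = inhibition above that plate's mean sample inhibition plus 3 SD, cut at about 26% in these data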;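 note: 0% = ATP-challenged DMSO wells and 100% = DMSO wells without ATP; some compounds past the cut are filed as inactive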
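Test system: untransfected parental CHO cell line; also added: ATP stimulus; dosing: 5.6 µM, single dose; signal: calcium-sensitive Fluo-8 fluorescence; measure: percent inhibition of ATP-evoked calcium rise, normalized to controls; benchmarks: low control ATP plus DMSO, high control DMSO only; replication: one well per compound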
CHRM1 agonist: human M1 muscarinic receptor agonism | CHO-K1 hM1, Fluo-8 calcium fluorescence, agonist mode; 0% DMSO, 100% acetylcholine EC100 | 0.33% of 360,000 active | AID 588814 | P11229 | activation, % at 3 µM;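 active = activation above the run's mean compound activation plus 3 SD, cut at about 16% in these data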;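 note: peak over basal fluorescence ratio within a 140 s kinetic read after compound addition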
CHO-K1 Ca antag: nonselective inhibitor or artifact in parental CHO-K1 cells; ATP-induced calcium, Fluo-8 fluorescence; inhibition, % at 3 µM; 0.6% of 360,000 active; AID 602250;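 active = inhibition above a per-plate cutoff, the plate's mean sample inhibition plus 3 SD, cut at about 24% in these data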;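 note: 0% = DMSO plus EC80 ATP and 100% = DMSO alone without ATP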
The depositor's hits bear a star; nt = not tested or not shown. Not a hit list (roughly 4.2% active in at least one column).

SMILES	OXTR potentiate	CHRM1 antagonist	M1 ag parental	TAAR1 antag	CHO-K1 Ca PAM	TAAR1 agonist	CHO parental Ca	CHRM1 agonist	CHO-K1 Ca antag
CN1CCc2ccccc2Cc2[nH]c3ccccc3c2CC1	-4	-22	1.3	-9	15	6	-1	-6	2
Cc1cc(C(=O)CN2C(=O)NC(CCS(C)(=O)=O)C2=O)c(C)n1C1CC1 (configuration not stated)	-1	-1	0.4	-18	11	1	-6	-3	-10
CCN(CC(=O)NCc1cccs1)C(=O)c1cc(=O)[nH]c2ccccc12	-6	3	0.0	-4	5	3	2	-3	-7
O=C(CCc1ccccc1)NC1CCS(=O)(=O)C1 (configuration not stated)	nt	3	0.0	-14	-30	2	nt	-1	11
COc1ccccc1-c1cccc(-c2nc(C(=O)N3CCCCC3)cc3c2[C@@H](CCO)N(S(=O)C(C)(C)C)C3)c1 (some centres not stated)	nt	8	3.1	7	2	5	nt	-3	9
Cc1cc(C)cc(NC(=O)Nc2c(Br)cnn2C)c1	-8	-7	2.7	nt	5	nt	-11	-5	-8
COc1ccc(C(C)(NC(C)=O)c2nc(-c3cccc(C(F)(F)F)c3)cs2)cc1 (configuration not stated)	nt	-6	0.2	-30	9	1	nt	-4	-3
O=C(Nc1ccccc1)[C@@H]1[C@@H]2C(=O)N(c3ccc(F)cc3)C(=O)[C@@H]2[C@H]2C=CC=NN21	-5	10	0.3	0	-17	16	-9	-1	1
Cc1ccccc1NC(=O)C1CCN(S(=O)(=O)c2ccc3c(c2)NC(=O)C(C)S3)CC1 (configuration not stated)	-5	-5	7.2	1	12	2	-28	-3	-16
CCSc1nc2c(c(=O)[nH]c(=O)n2C)n1Cc1ccc(Cl)cc1	-3	-6	-0.3	3	-10	13	-42	-3	16
CC(=O)Nc1ccc(S(=O)(=O)NNC(=O)CCC(=O)Nc2cc(C)ccc2C)cc1	-5	-1	0.4	6	6	4	-9	-5	-17
Cc1cc(C)nc(Sc2nc(Cl)nc(N(c3ccccc3)c3ccccc3)n2)n1	-13	4	0.7	-23	17	7	-19	0	-13
CC(C)(C)NC(=O)C(c1cccs1)N(C(=O)C(=O)NC1CCCC1)c1ccccc1F (configuration not stated)	-2	-1	-0.1	4	-15	4	-17	-1	9
Cc1ccc(NC(=O)CN(C)C(=O)COC(=O)c2nccnc2N)cc1	-4	0	0.7	-10	15	2	8	-2	-15
Cc1sc2ncnc(SCC(=O)NC3CC3)c2c1C	2	-9	1.9	6	-6	7	-12	-5	-10
CN(c1ccccc1C(=O)O)S(=O)(=O)c1ccc2[nH]c(=O)[nH]c2c1	nt	-12	11	2	-9	0	nt	3	15
CC(C)CN(C(=O)Cn1c(=O)cnc2ccccc21)C1CCS(=O)(=O)C1 (configuration not stated)	5	-11	0.4	-21	-12	2	1	-1	2
CN(C)S(=O)(=O)Nc1ccccn1	-1	2	0.6	-2	-11	0	-3	-1	-13
COc1cc(NC(=O)c2ccccc2[N+](=O)[O-])c(C(=O)O)cc1OC	-8	-12	0.1	9	21	10	7	-8	-9
O=C(/C=C/c1ccccc1)NC(=S)Nc1ccccc1O	-9	-5	2.3	9	-5	7	18	0	-13
O=C(c1cccs1)N1CCc2c([nH]c3ccccc23)C1c1ccccn1 (configuration not stated)	-9	1	1.7	24	1	4	-14	-4	8
NC(=Nc1ccc(Br)cc1)c1ccccc1	-12	-7	6.3	40	5	50*	-6	-1	-11
C=C1C(C(=O)Nc2cccc(OC)c2)C1C(=O)Nc1cccc(OC)c1 (configuration not stated)	-11	0	0.3	8	-2	3	7	-7	-5
Cc1sc2ncn(CC(=O)N3CCN(c4ccccn4)CC3)c(=O)c2c1S(=O)(=O)N1CCCCC1	-1	-19	0.3	-22	-16	1	-2	-12	2
CCOC(=O)CSc1nnc2c3ccccc3n(CC)c2n1	0	-15	0.7	-1	19	1	-14	-7	-2
Going on with the list.
SMILES	OXTR potentiate	CHRM1 antagonist	M1 ag parental	TAAR1 antag	CHO-K1 Ca PAM	TAAR1 agonist	CHO parental Ca	CHRM1 agonist	CHO-K1 Ca antag
CC1(C)CN(Cc2ccccc2)C(=O)[C@H]1CC(=O)Nc1ccccc1	nt	3	0.3	-25	-9	1	nt	-3	18
CCOC(=O)c1ccccc1NC(=O)CN1C(=O)CCS(=O)(=O)c2ccccc21	nt	-9	0.0	7	11	2	nt	-4	-12
COc1ccc(S(=O)(=O)NC(N)=NCCc2ccccc2)cc1	-10	4	0.9	-15	14	17	-9	-7	-9
O=C(Nc1ccc(CN2CCCCC2)cc1)c1cccc(F)c1	-7	4	0.8	10	-3	0	-5	-8	-11
CC1(C)Cc2ccccc2-c2nc3n(c(=O)c21)CCCS3	4	-5	1.2	2	23	4	-15	-13	-16
COc1ccc(OCCNC(=O)Nc2cc(F)c(F)cc2Cl)cc1	-9	6	3.2	-8	4	-2	-10	-4	-15
CC(=O)N1CCN(c2ccc([N+](=O)[O-])cc2)CC1	-8	13	0.6	-10	-11	6	14	-13	6
O=C(NC(=O)c1ccc(Cl)cc1)Nc1cc(N2CCCCC2)ncn1	2	-17	0.2	0	9	13	-11	-2	-3
Cc1cc(C)n(-c2ccc(Cl)c(Cl)c2)n1	2	0	1.3	-8	13	9	-13	-6	-4
COc1ccc2[nH]c(C(=O)NCCN3CCOCC3)cc2c1	-2	-6	-0.3	6	5	11	-11	-2	-4
COc1ccc2c(c1)C(=O)CC(c1ccccc1F)O2 (configuration not stated)	-8	-13	-0.4	-12	15	-2	5	-3	-13
CCN(CC(=O)Nc1ccccc1OC)C(=O)CSCc1ccc(C)cc1	-6	-9	0.9	5	4	-1	-10	2	-1
COc1ccc(CN(Cc2ccncc2)C(=O)CCC(=O)O)cc1	-6	0	0.1	-14	4	7	-2	-2	-4
CCOC(=O)Cc1csc(NC(=O)CSc2nnc3ccccn23)n1	-8	-1	1.3	-16	25	4	8	-6	-19
CCNC(=S)N/N=C/c1cc(C)ccc1C	-6	12	-0.5	-7	-11	-1	4	-10	6
NC(=O)C1CCN(C(=O)CCCCCn2c(=O)[nH]c3ccsc3c2=O)CC1	-1	-6	0.2	-17	3	5	-2	-2	-9
CCCCN1C(=O)C(=O)N(CC(=O)c2cc(C)n(C3CC3)c2C)C1=O	-6	-1	4.7	0	21	3	-17	-2	-15
C=CCc1cc(C)ccc1OCCOCCC(C(=O)OCC)C(=O)OCC	-5	-7	0.1	10	6	2	-33	-5	-4
COc1ccc(NC(=O)CSc2nnc(C)s2)cc1S(=O)(=O)N1CCOCC1	8	1	0.2	1	11	-2	-1	-3	-17
CC(=O)OCCCN1C(=O)c2ccc(Br)cc2C1=O	-1	12	1.7	-13	-2	9	-8	-3	-7
CCOc1ccccc1N(C)C(=O)c1ccc2c(=O)n3c(nc2c1)CCCCC3	-8	4	0.4	3	-1	1	-15	-13	7
O=C(Cn1nnc(-c2ccc(CN3CCOCC3)cc2)n1)NC1CCCCC1	-5	-10	0.6	-10	14	7	-5	-4	1
CCC(=O)Nc1nnc(SCC(=O)Nc2ccc3c(c2)OCCO3)s1	-10	-5	0.7	-11	-8	0	2	-2	-1
CCN1C(=O)N[C@H](c2ccc(Br)cc2)C(C(=O)OC)=C1C	-12	-8	0.1	3	19	8	-13	-4	-22
Cc1ccc(OCC(=O)Nc2ccc(-c3nc4ncccc4o3)cc2)cc1	-8	-8	4.8	-11	19	2	-16	-2	-2
CC1(c2nnc(Cc3ccccc3)o2)CC(c2cccc(Cl)c2)=NO1 (configuration not stated)	-5	6	2.1	4	20	0	-18	-2	-15
COc1cc(C2=NOC(C(=O)NCc3cccnc3)C2)cc(OC)c1OC (configuration not stated)	-7	-21	1.1	-5	-2	0	3	-2	-10
CCCNC(=O)c1ccc(N2CCC3(CC2)CC(c2cccc(Br)c2)=NO3)c(NC(=O)c2ccco2)c1	-7	23	1.3	41	-3	14	-28	-6	-5
CN1CCN(C(=S)NC(=O)c2ccc(Br)cc2)CC1	-5	-3	-0.6	-23	1	1	-2	-1	11
O=C(Nc1nc2ccccc2[nH]1)c1ccc(Br)o1	-1	4	5.0	3	-4	0	-16	-3	-10

Structural class, the compounds so far with an NH in an aromatic ring.
SMILES	OXTR potentiate	CHRM1 antagonist	M1 ag parental	TAAR1 antag	CHO-K1 Ca PAM	TAAR1 agonist	CHO parental Ca	CHRM1 agonist	CHO-K1 Ca antag
CN1CCc2ccccc2Cc2[nH]c3ccccc3c2CC1	-4	-22	1.3	-9	15	6	-1	-6	2
CCN(CC(=O)NCc1cccs1)C(=O)c1cc(=O)[nH]c2ccccc12	-6	3	0.0	-4	5	3	2	-3	-7
CCSc1nc2c(c(=O)[nH]c(=O)n2C)n1Cc1ccc(Cl)cc1	-3	-6	-0.3	3	-10	13	-42	-3	16
CN(c1ccccc1C(=O)O)S(=O)(=O)c1ccc2[nH]c(=O)[nH]c2c1	nt	-12	11	2	-9	0	nt	3	15
O=C(c1cccs1)N1CCc2c([nH]c3ccccc23)C1c1ccccn1 (configuration not stated)	-9	1	1.7	24	1	4	-14	-4	8
COc1ccc2[nH]c(C(=O)NCCN3CCOCC3)cc2c1	-2	-6	-0.3	6	5	11	-11	-2	-4
NC(=O)C1CCN(C(=O)CCCCCn2c(=O)[nH]c3ccsc3c2=O)CC1	-1	-6	0.2	-17	3	5	-2	-2	-9
O=C(Nc1nc2ccccc2[nH]1)c1ccc(Br)o1	-1	4	5.0	3	-4	0	-16	-3	-10

As entered above.
Cc1ccc(OCC(=O)Nc2ccc(-c3nc4ncccc4o3)cc2)cc1 – TAAR1 agonist = 2
C=CCc1cc(C)ccc1OCCOCCC(C(=O)OCC)C(=O)OCC – CHO-K1 Ca PAM = 6

Screening data: PubChem, The Scripps Research Institute Molecular Screening Center
